# Assay outcomes (PubChem BioAssay)
# U2OS ROS induce – ROS inducers in U2OS cancer cells, primary screen, cell-based, H2DCF-DA fluorescence. U2OS ROS induction. ROS induction (% of piperlongumine), % at 10 µM. hit rate 2% among 46,000. AID 624156, 2012; in the data active = ROS induction above about 79%, passing the limit was not always enough; inconclusive = no clear call, values can overlap the other calls;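 note: 0% = DMSO vehicle median and 100% = reference compound median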
# Active calls of the source: *; ? = inconclusive.
SMILES,U2OS ROS induce
CC1(C)C(=O)C=C[C@@]2(C)C1C=C[C@]1(C)C2CC[C@@]2(C)[C@H](c3ccoc3)OC(=O)C3OC321 (stereo partly specified),65
Cc1cc(/C=C2/C(=N)N3C=CSC3=NC2=O)c(C)n1-c1ccccc1,220*
c1ccc(CSC23CC4CC(CC(C4)C2)C3)cc1,1
Cc1cc(Br)c2c(c1)C(O)(CC(=O)c1ccco1)C(=O)N2C (stereo unspecified),4
C[C@@H]1CCCCO[C@@H](CN(C)Cc2ccc3c(c2)OCO3)[C@@H](C)CN([C@H](C)CO)C(=O)c2cc(NS(=O)(=O)c3ccc(F)cc3)ccc2O1,55
CCn1c(NCc2cccc(OC)c2OC)nc2ccccc21,4
CC1CN(C(=O)Nc2ccc3snnc3c2)c2ccccc21 (stereo unspecified),2
COc1cc(C)c(Cl)cc1S(=O)(=O)NCc1ccco1,-2
Cc1ccc(-c2nnn(CC(=O)Nc3ccc4c(c3)OCCO4)n2)cc1,0
CC(C)N1CSC(=S)N(Cc2ccccc2)C1,5
OCc1ccc(-c2nn(Cc3ccccc3)c3ccccc23)o1,10
COc1ccc(-c2nnc(SCC(N)=O)n2-c2cccc(C(F)(F)F)c2)cc1OC,4
C[C@H](CO)N1C[C@H](C)[C@@H](CN(C)Cc2ccc(Cl)c(Cl)c2)Oc2c(cccc2N(C)C)C1=O,21
Cc1ccc(C2=CC(c3ccccc3)SC(N)=N2)cc1 (stereo unspecified),5
O=C1CCc2cc(C(=O)CSc3ccc(Cl)cc3Cl)ccc2N1,2
COc1ccc(OC)c(C(=O)CSc2nnc(-c3ccco3)n2C)c1,-2
CN(CC(=O)Nc1cccc2c1CCCC2)S(=O)(=O)c1ccc(Cl)cc1,1
CCOC(=O)c1c(NC(=O)CSc2ncccn2)sc2c1CCCC2,27
CC(C)(C)c1cc(C(=O)OCCN2CCCCC2)cc(C(C)(C)C)c1,13
O=C(NCc1ccccc1)N1c2ccccc2Sc2ccccc21,16
CNC[C@@H]1Oc2ccc(NC(=O)NC(C)C)cc2C(=O)N([C@@H](C)CO)C[C@@H]1C,1
CC(C)NC(=O)N(C)C[C@@H]1Oc2c(NC(=O)c3ccncc3)cccc2C(=O)N([C@H](C)CO)C[C@@H]1C,-7
C[C@@H]1CN([C@H](C)CO)C(=O)c2cccc(NC(=O)Nc3ccc(F)cc3)c2O[C@@H]1CN(C)S(=O)(=O)c1ccc(F)cc1,0
O=S(=O)(c1ccccc1)c1nc(-c2cccs2)oc1NCC1CCCO1 (stereo unspecified),-15
C[C@@H]1CN([C@@H](C)CO)C(=O)c2cccc(NC(=O)C3CCCCC3)c2O[C@@H]1CN(C)CC1CCCCC1,-1

# In another format: entries from further up
smiles: Cc1ccc(-c2nnn(CC(=O)Nc3ccc4c(c3)OCCO4)n2)cc1
  U2OS ROS induce = 0

smiles: Cc1cc(Br)c2c(c1)C(O)(CC(=O)c1ccco1)C(=O)N2C (stereo unspecified)
  U2OS ROS induce = 4

smiles: C[C@@H]1CCCCO[C@@H](CN(C)Cc2ccc3c(c2)OCO3)[C@@H](C)CN([C@H](C)CO)C(=O)c2cc(NS(=O)(=O)c3ccc(F)cc3)ccc2O1
  U2OS ROS induce = 55

smiles: Cc1ccc(C2=CC(c3ccccc3)SC(N)=N2)cc1 (stereo unspecified)
  U2OS ROS induce = 5

# Further records:
SMILES,U2OS ROS induce
Cc1ccc(S(=O)(=O)Nc2ccc3c(c2)C(=O)N([C@@H](C)CO)C[C@H](C)[C@@H](CN(C)C(=O)Nc2ccccc2)O3)cc1,109*
Cc1ccc(C(C)C)cc1OCC(O)Cn1cnc2ccccc21 (stereo unspecified),11
COc1ccc(NC(=O)CSc2nc(-c3ccccc3)cc(C(F)(F)F)n2)c([N+](=O)[O-])c1,-20
CCCC(CCC)c1nc2ccncc2[nH]1,-3
C[C@H]1CN([C@@H](C)CO)C(=O)Cc2cc(NC(=O)c3ccncc3)ccc2O[C@H]1CN(C)S(=O)(=O)c1ccc(F)cc1,12
Cc1noc(C)c1S(=O)(=O)Nc1ccc2c(c1)C(=O)N([C@H](C)CO)C[C@H](C)[C@@H](CN(C)C(=O)Nc1ccc(C(F)(F)F)cc1)O2,12
O=C(Nc1nc(-c2ccccc2)cs1)C12CC3CC(CC(C3)C1)C2,?
CNC[C@H]1Oc2c(NC(=O)c3cc(C)nn3C)cccc2C(=O)N([C@H](C)CO)C[C@H]1C,-9
CNC[C@H]1Oc2c(NC(=O)c3ccc(-c4nccs4)cc3)cccc2C(=O)N([C@H](C)CO)C[C@H]1C,-16
CC(C)NC(=O)Nc1cccc2c1O[C@@H](CN(C)Cc1ccc(Cl)c(Cl)c1)[C@H](C)CN([C@H](C)CO)C2=O,29
C[C@H](CO)N1C[C@H](C)[C@H](CN(C)C(=O)Nc2ccc(C(F)(F)F)cc2)Oc2c(NS(=O)(=O)c3ccccc3)cccc2C1=O,19
C[C@H](CO)N1C[C@H](C)[C@H](CN(C)Cc2ccc(C(F)(F)F)cc2)Oc2c(NS(=O)(=O)c3cccs3)cccc2C1=O,37
COC(=O)Cc1c(CCC(=O)O)oc2cc(C)cc(O)c2c1=O,-4
COc1ccc(-c2cc(C(=O)OCC(=O)c3ccccc3)c3cccc(Cl)c3n2)cc1,-4
O=C(CCCCCCC(=O)Nc1ccccc1O)N/N=C/c1ccccn1,11
CC(C)NC(=O)N(C)C[C@H]1Oc2c(NS(=O)(=O)c3ccccc3)cccc2C(=O)N([C@H](C)CO)C[C@H]1C,-7
CSc1nsc(SC)c1C(=O)NC(=O)Nc1ccc(Cl)cc1,-9
CC(=O)N(CCc1c(C)[nH]c2ccccc12)C(C(=O)Nc1c(C)cccc1C)c1ccc(Cl)cc1 (stereo unspecified),48
COc1ccc(C)cc1S(=O)(=O)NCCO,-4
CC1=NS(=O)(=O)c2cc(Cl)ccc2N1,-3
COc1ccc(CN(C)C[C@@H]2Oc3ccc(NC(=O)Nc4ccc(C(F)(F)F)cc4)cc3C(=O)N([C@@H](C)CO)C[C@@H]2C)cc1,-1
Cc1sc2ncnc(SCC(=O)NCc3ccccc3)c2c1C,8
O=C(O)c1ccc(CNCCc2ccccc2)s1,-4
COc1cc(CO)ccc1OCC(=O)Nc1ccc(C)cc1,122*
COc1ccc(CCCc2n[nH]c(=S)o2)cc1,-7
# Going on with the list.
SMILES,U2OS ROS induce
C[C@H](CO)N1C[C@H](C)[C@H](CN(C)C(=O)Nc2ccc3c(c2)OCO3)Oc2ccc(NC(=O)Nc3ccc(F)cc3)cc2C1=O,7
C[C@H]1CN([C@@H](C)CO)C(=O)c2cc(NC(=O)Nc3cccc4ccccc34)ccc2O[C@H]1CN(C)C(=O)Nc1ccc2c(c1)OCO2,-12
C[C@@H]1CN([C@@H](C)CO)C(=O)c2cc(NC(=O)C3CC3)ccc2O[C@H]1CN(C)S(=O)(=O)c1cn(C)cn1,-21
C[C@@H]1CCCCO[C@H](CN(C)Cc2ccncc2)[C@@H](C)CN([C@H](C)CO)C(=O)c2cc(NC(=O)Nc3ccccc3)ccc2O1,-2
O=C1/C(=C/c2ccccc2O)N=C2CCCCCN12,36
O=C(NCCN1CCOCC1)C(=O)Nc1cccc(F)c1,-4
COC(=O)c1ccc2c(=O)n(-c3ccccc3)c(SCC(=O)Nc3ccccc3)nc2c1,65
CC(Nc1cc(C)ccn1)=C(C#N)C#N,-4
C[C@@H]1CN([C@H](C)CO)C(=O)c2cccc(NC(=O)C3CCCCC3)c2O[C@H]1CN(C)CC1CCCCC1,0
O=C(CCN1C(=O)c2ccc([N+](=O)[O-])cc2C1=O)Nc1cccc(I)c1,-1
COc1cccc2cc(C(=O)C3C(=O)C(=O)N(Cc4ccco4)C3c3cccnc3)oc12 (stereo unspecified),12
C[C@@H]1CN([C@H](C)CO)C(=O)c2cc(NC(=O)Cc3ccccc3)ccc2O[C@@H]1CN(C)C,-12
C[C@@H]1CCCCO[C@H](CN(C)C)[C@@H](C)CN([C@H](C)CO)C(=O)c2cc(NS(=O)(=O)c3cn(C)cn3)ccc2O1,3
C[C@@H]1CN([C@@H](C)CO)C(=O)c2cccc(NC(=O)Nc3ccc(F)cc3)c2O[C@H]1CN(C)CC1CC1,-3
N#Cc1cccnc1N1CCN(C(=O)Nc2cccc3ccccc23)CC1,-11
CC1=C(c2ccc(C)cc2)[N+](=O)C(C)(C)N1[O-],2
C[C@@H]1CCCCO[C@@H](CN(C)C(=O)Cc2ccccc2)[C@@H](C)CN([C@H](C)CO)C(=O)c2cc(NC(=O)c3ccccc3)ccc2O1,-5
Cc1oc2c(c1C(N)=O)CCCC2,-17
CSc1ccccc1NC(=O)Cn1c(-c2cscn2)nc2ccccc21,-1
COc1ccc(OC)c(CN=c2c([N+](=O)[O-])nn(-c3ccc(Cl)cc3)n2O)c1,-5
Clc1cccc(/C=N/N2CCN(Cc3ccccc3)CC2)c1Cl,-11
COc1ccc(/C=c2/[nH]/c(=C\C(=O)c3ccccc3)c(=O)[nH]c2=O)cc1OC,68
C[C@H]1CN([C@@H](C)CO)C(=O)Cc2cc(NC(=O)C3CCCCC3)ccc2O[C@H]1CN(C)S(C)(=O)=O,36
Cc1ccc(S(=O)(=O)N(C)C[C@H]2Oc3ccc(NC(=O)Nc4ccc(F)cc4)cc3CC(=O)N([C@H](C)CO)C[C@H]2C)cc1,17
O=C(c1ccccn1)c1ccc2ccccc2n1,0

# Quoted at random: 2 entries already listed.
SMILES,U2OS ROS induce
COc1ccc(OC)c(CN=c2c([N+](=O)[O-])nn(-c3ccc(Cl)cc3)n2O)c1,-5
O=C(CCN1C(=O)c2ccc([N+](=O)[O-])cc2C1=O)Nc1cccc(I)c1,-1

# Of the compounds above, these have a nitro group on carbon.
SMILES,U2OS ROS induce
COc1ccc(NC(=O)CSc2nc(-c3ccccc3)cc(C(F)(F)F)n2)c([N+](=O)[O-])c1,-20
O=C(CCN1C(=O)c2ccc([N+](=O)[O-])cc2C1=O)Nc1cccc(I)c1,-1
COc1ccc(OC)c(CN=c2c([N+](=O)[O-])nn(-c3ccc(Cl)cc3)n2O)c1,-5

# The listing continues:
SMILES,U2OS ROS induce
C[C@@H]1CN([C@H](C)CO)C(=O)Cc2cc(NC(=O)NC3CCCCC3)ccc2O[C@H]1CN(C)Cc1ccc2c(c1)OCO2,3
COc1cc(-c2oc3cc(O)c(OC)c(O)c3c(=O)c2O[C@@H]2O[C@H](CO[C@@H]3O[C@H](CO)[C@@H](O)[C@H](O)[C@H]3O)[C@@H](O)[C@H](O)[C@H]2O[C@@H]2OCC(O)(CO)[C@H]2O)ccc1O (stereo partly specified),-7
C[C@@H]1CN([C@H](C)CO)C(=O)Cc2cc(NS(=O)(=O)c3cccs3)ccc2O[C@@H]1CN(C)C(=O)Nc1ccc(F)cc1,-1
O=S(=O)(c1ccccc1)N1CCN(CC(O)COc2ccc3c(c2)CCC3)CC1 (stereo unspecified),7
CCOC(=O)N1CCC(NS(=O)(=O)c2ccc(C)c(Cl)c2)CC1,-14
C[C@H]1CN([C@@H](C)CO)C(=O)Cc2cc(NC(=O)NC3CCCCC3)ccc2O[C@H]1CN(C)C,-16
C[C@@H]1CN([C@H](C)CO)C(=O)CCCn2cc(nn2)CO[C@H]1CN(C)Cc1ccc2cccnc2c1,3
Cc1noc(C)c1NC(=O)N(C)C[C@H]1Oc2ccc(NC(=O)Cc3cn(C)c4ccccc34)cc2CC(=O)N([C@@H](C)CO)C[C@H]1C,-5
COC(=O)C1=C(N)C(C(=O)OC)=c2s/c(=C/c3ccccc3)c(=O)n2C1c1ccccc1 (stereo unspecified),0
CCCc1cc2c(=O)c(-c3ccc4c(c3)OCCO4)c(C(F)(F)F)oc2c(C=[N+](C)C)c1O,71
C[C@H]1CN([C@@H](C)CO)C(=O)CCCn2nncc2CO[C@@H]1CN(C)C(=O)Nc1cccc2ccccc12,22
Cc1c(Cl)cccc1NC(=O)CN(c1ccc(F)c(Cl)c1)S(C)(=O)=O,-1
C[C@@H]1CN([C@@H](C)CO)C(=O)Cc2cc(NC(=O)Nc3ccc4c(c3)OCO4)ccc2O[C@@H]1CN(C)Cc1ccc(Cl)c(Cl)c1,-7
CCc1ccccc1N(CC)C(=O)c1cc2c(s1)-c1c(C)cccc1OC2,0
O=c1[nH]nc(SCc2ccc(Cl)cc2Cl)c(=O)[nH]1,14
Cc1ccc(SC(=O)c2sc(-c3ccccc3)nc2C)cc1,-4
O=C(O)CCCCCCC(=O)N/N=C/C1CCCCC1,0
Cc1ccc(S(=O)(=O)Nc2ccc3c(c2)CC(=O)N([C@H](C)CO)C[C@H](C)[C@H](CN(C)S(=O)(=O)c2ccc(F)cc2)O3)cc1,15
C[C@@H]1CN([C@@H](C)CO)C(=O)c2cccc(NC(=O)c3ccncc3)c2O[C@H]1CN(C)S(=O)(=O)c1ccc(F)cc1,-8
C[C@H](CO)N1C[C@H](C)[C@H](CN(C)S(=O)(=O)c2ccccc2)Oc2ccc(NC(=O)Cn3cnnn3)cc2C1=O,-4
Cc1ccc(NC(=O)CN(c2cc(Cl)c(Cl)cc2Cl)S(C)(=O)=O)cc1,-7
C[C@@H]1CCCCO[C@@H](CN(C)C(=O)Nc2ccc3c(c2)OCO3)[C@@H](C)CN([C@H](C)CO)C(=O)c2cc(NS(=O)(=O)c3ccc(F)cc3)ccc2O1,8
C[C@@H]1CN([C@@H](C)CO)C(=O)c2cccc(NC(=O)C3CC3)c2O[C@H]1CN(C)C(=O)Nc1ccc(C(F)(F)F)cc1,-2
COc1ccc(S(=O)(=O)Nc2ccc3c(c2)C(=O)N([C@H](C)CO)C[C@H](C)[C@H](CN(C)Cc2ccc(Cl)c(Cl)c2)OCCCC[C@@H](C)O3)cc1,61
C[C@H]1CN([C@@H](C)CO)C(=O)c2cc(NS(=O)(=O)c3cccs3)ccc2O[C@H]1CN(C)S(=O)(=O)c1ccc(Cl)cc1,10
C[C@@H]1CCCCO[C@@H](CN(C)CC2CC2)[C@@H](C)CN([C@H](C)CO)C(=O)c2cc(NC(=O)C3CCCCC3)ccc2O1,-1

# These rows are one share of the data; the hit share may differ from the screen's.
